# From PubChem BioAssay
# CBFb-RUNX1 inh = inhibitors of human CBF-beta and RUNX1 interaction; AlphaScreen CBFb-His/RUNX1-biotin binding, biochemical; 230,000 tested, under 10 active; AID 1477; Potency, µM (highest dose often 59.8 µM), for the others: at the top dose activity, negative = inhibition, actives largely listed as inhibitors; note: % of control where 0% means no effect
# Target sequence (Q01196 whole entry, looked up): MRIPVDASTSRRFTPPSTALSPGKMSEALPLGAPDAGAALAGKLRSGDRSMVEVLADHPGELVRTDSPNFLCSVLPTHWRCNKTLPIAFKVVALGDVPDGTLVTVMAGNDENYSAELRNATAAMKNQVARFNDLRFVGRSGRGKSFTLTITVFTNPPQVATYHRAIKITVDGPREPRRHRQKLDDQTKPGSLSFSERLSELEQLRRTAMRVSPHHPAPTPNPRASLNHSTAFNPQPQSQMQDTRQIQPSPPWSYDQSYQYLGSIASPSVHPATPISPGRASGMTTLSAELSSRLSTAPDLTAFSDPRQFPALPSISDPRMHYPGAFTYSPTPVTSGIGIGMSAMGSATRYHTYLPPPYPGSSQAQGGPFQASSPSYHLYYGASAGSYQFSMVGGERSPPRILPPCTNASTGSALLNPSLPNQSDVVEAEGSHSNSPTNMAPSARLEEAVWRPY
# Target sequence (Q13951 whole entry, looked up): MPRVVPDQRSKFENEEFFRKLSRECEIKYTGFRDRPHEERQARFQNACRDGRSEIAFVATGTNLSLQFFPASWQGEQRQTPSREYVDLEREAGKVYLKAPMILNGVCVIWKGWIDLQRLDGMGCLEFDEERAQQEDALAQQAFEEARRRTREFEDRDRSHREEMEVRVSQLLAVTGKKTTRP
#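 CBFb-His/RUNX1-biotin, 30 nM each, preincubated 20 min RT; compound 15 min RT; Ni + streptavidin beads 50 ng each, 90 min RT; AlphaScreen read.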
# SMN2 splice enh = enhancers of SMN2 splice variant expression. HEK293 SMN2-luciferase splicing reporter, luminescence, 30-36 h. Potency, µM (doses to about 46.1 µM), without a hit: at the top dose activity change, positive = activation, actives largely listed as activators. 210,000 tested, 2.8% active. AID 1458; note: potency is the fitted concentration of half-maximal effect; % of control where 0% means no effect; nearly all actives have a fitted effect of over 55% in size
#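 HEK293 cells carry an SMN2 […]–luciferase reporter in which exon 7 inclusion puts luciferase in frame. Cells were plated 10-12 h before compound addition, then incubated 30-36 h at 37C. ONE-Glo luminescence was read; sodium butyrate at 4.5 mM final served as control.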
# HttQ103 aggreg = mutant huntingtin aggregation inhibition; PC12 HttQ103-GFP aggregates, Acumen cytometry, 40 h; Potency, µM (highest dose often 46.1 µM), for the others: at the top dose activity change, negative = inhibition, most hits filed as inhibitors; 220,000 tested, 1.1% active; AID 1688; note: potency is the fitted concentration of half-maximal effect; % is set by controls: 0 for no effect and ±100 for the full control effect; nearly all actives have a fitted effect of over 60% in size
#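 Huntingtin Q103 exon 1–GFP aggregates in induced PC12 cells (100 nM tebufenozide) were quantified by cytometry from lysates, with compounds dosed in titration.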
# IMPase Li cell = cell-permeable IMPase inhibitors with lithium potentiation; CHO-M1 cells, IP1 TR-FRET (IP-One), carbachol + lithium; Potency, µM (highest dose often 59.4 µM), for inactives: at the top dose activity, negative = IMPase inhibition, most hits filed as inhibitors; AID 1457; 210,000 tested, 0.35% active;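 note: IP1 builds up when IMPase is blocked and the TR-FRET signal falls; potency is the fitted concentration of half-maximal effect; plate controls were basal vehicle for no effect and high inhibitor control for full effect; nearly all actives have a fitted effect of over 50% in size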
#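 Concentration–response in CHO-M1 cells, lithium-potentiated; 30 min at 37C. IP1 detected by competitive TR-FRET after 10 min lysis at RT. Hill-fitted AC50.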
# LMNA splice mod = modulators of lamin A splicing; 200,000 tested, 0.01% active; Potency, µM (highest dose often 46.1 µM), inactives show at the highest dose ratio change, negative = inhibition, most hits filed as inhibitors; HeLa LMNA splicing GFP/RFP minigene ratio, 48 h; AID 1487; active = well fitted inhibition curve with a large enough effect in the signal ratio, with a control signal flat, not every such curve was filed as active; inconclusive = small, poorly fitted or top-dose-only effect, or effect the other way, or a change in a side signal; the % refers to the signal ratio; note: potency is the fitted concentration of half-maximal effect; % is set by controls: 0 for no effect and ±100 for the full control effect
#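 S3 HeLa cells stably expressing lamin A-EGFP splicing minigene plus DsRed2, 600 cells/well, 48 h compound exposure at 37C. Laser-scanning cytometry; analysed as GFP (500-530 nm)/RFP (575-640 nm) total intensity ratio; 0.5% DMSO vehicle.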
# HTT ATP protect = protects HTT-Q103 PC12 cells, measured by ATP; PC12 HTT-Q103 induced, cytoprotection, ATP luminescence, 40 h; Potency, µM (series often up to 56.4 µM), for inactives: cytoprotection (ATP increase), most hits filed as activators; 230,000 tested, 0.14% active;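 note: potency is the fitted concentration of half-maximal effect; % of control where 0% means no effect; nearly all actives have a fitted effect of over 45% in size; toxic huntingtin expression switched on by the ecdysone agonist tebufenozide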
#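 Compounds added alongside 100 nM tebufenozide, which induces toxic Q103 huntingtin exon 1-GFP in stable PC12 cells; surviving cells quantified by luminescent ATP measurement. Medium: phenol red-free DMEM, 5% equine and 5% calf serum.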
# Luc counter = Kinase-Glo luciferase inhibition (counter-screen); Q27757; Kinase-Glo luciferase, ATP luminescence, 8 min; Potency, µM (top dose mostly 38.3 µM), for inactives: at the top dose activity change, negative = inhibition, hits mostly inhibitors; 200,000 tested, 0.28% active; note: potency is the fitted concentration of half-maximal effect; % is set by controls: 0 for no effect and ±100 for the full control effect; nearly all actives have a fitted effect of over 60% in size
#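 Compounds were added to a substrate mix at pH 7.2 (50 mM imidazole, 10 uM ATP, within the enzyme's linear range), followed by Kinase-Glo detection reagent; luminescence was measured after 8 minutes at ambient temperature.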
# Numbers without * were called inactive; ? = inconclusive; . = not tested or not shown; [ ] = remark or other dose. Unless noted, calls come from the whole dose curve; as a rule, active = well fitted curve in the direction sought with a large enough effect; inconclusive = small, poorly fitted or top-dose-only effect, or another doubt; inactive = no such curve, though single readings can be large; an effect the other way counts as inactive or inconclusive.
# Below each SMILES: CBFb-RUNX1 inh	SMN2 splice enh	HttQ103 aggreg	IMPase Li cell	LMNA splice mod	HTT ATP protect	Luc counter
CCOC(=O)Cn1c(=O)oc2cc(S(=O)(=O)Nc3cc(Cl)ccc3OC)ccc21
 : -9%	-10%	3%	-8%[38.3 µM]	-7%	-4%	-4%
CCc1ccc(C2CC(=O)N(c3ccc(F)cc3)C3=C2C(=O)OC3)cc1 (configuration not stated)
 : -1%	-15%	9%	-7%	.	22%	1%
O=C(NCc1ccncc1)C(=O)NCC1OCCCN1S(=O)(=O)c1ccccc1 (configuration not stated)
 : -2%	-1%	-1%	1%	2%	4%[10 µM]	-5%
CCCNC(=O)CS(=O)(=O)Cc1nc(-c2ccccc2C)oc1C
 : 4%	10%	-8%	16%[38.3 µM]	-8%	-4%[10 µM]	-2%
CCN(CC)c1ccc(NC(=O)CN2CCN(S(=O)(=O)c3cc(Cl)ccc3OC)CC2)cc1
 : ?	-17%	?	25%[38.3 µM]	?	-57%[inhibitor]	-4%
Cc1ccc(C(=O)N/C(=C\c2cccs2)C(=O)NCC2CCCO2)cc1C (configuration not stated)
 : 1%	4%	-8%	0%	7%	.	3%
Cc1ccc(CN2CCN(C/C(Cl)=C/c3ccccc3)CC2CCO)o1 (configuration not stated)
 : -5%	.	-8%[9.22 µM]	4%	17%[46 µM]	10%[10 µM]	1%
COc1ccc(C2CC(=O)Nc3ccccc3S2(=O)=O)cc1OC (configuration not stated)
 : -2%	-5%	-3%	-3%[38.3 µM]	-3%	5%	5%
Cc1nn(-c2ccccc2)c(Cl)c1/C=N/NC(=O)CCNc1n[nH]c(=O)[nH]c1=O
 : 1%	.	2%[9.22 µM]	.	.	10%[10 µM]	.
CC(C)NC(=O)c1ccccc1NC(=O)c1ccccc1N(C)S(C)(=O)=O
 : 4%	22%	-9%	20%[38.3 µM]	11%	14%[0.074 µM]	1%
COc1cccc(N2CCN(C3CC(=O)N(c4ccc(F)c(Cl)c4)C3=O)CC2)c1 (configuration not stated)
 : -10%	4%	4%	50%[activator][38.3 µM]	1%	-22%[0.074 µM]	3%
O=C(NC(N1CCCC1)C(Cl)(Cl)Cl)c1ccccc1 (configuration not stated)
 : -5%	-21%	-10%	-18%[38.3 µM]	1%	-3%	0%
C[C@@H]1NC(=O)c2cc([N+](=O)[O-])cc(I)c2OCC[C@@H](C(N)=O)NC(=O)[C@H](CCCCN)NC1=O
 : 3%[2.36 µM]	-3%	11%	-8%	?	.	2%
Cc1ccc(NC(=O)C2C(=O)N(C)c3ccccc32)cc1 (configuration not stated)
 : -7%	?	5%	9%	?	.	-10%
COc1cccc(/C=N/NC(=O)c2c(-c3ccccc3)noc2C)c1
 : -2%	-2%	6%	11%[38.3 µM]	-7%	5%	0%
COC(=O)COn1c(-n2nc(C)cc2C)nc2ccccc2c1=O
 : 6%	-15%	-13%	11%[38.3 µM]	-14%	-7%	-4%
COc1ccccc1C(OC(=O)c1ccco1)C(=O)NC(C)(C)C (configuration not stated)
 : -2%	.	10%	.	2%	5%[10 µM]	.
CCOC(=O)N1CCN(Cc2nc(-c3ccc(C)cc3)no2)CC1
 : 6%	-22%	-29%	5%	?	-25%[10 µM]	5%
S=C(NCc1ccc2c(c1)OCO2)Nc1ccc(-c2nc3ccccc3[nH]2)cc1
 : -16%	0%	-25%	1%	-7%	16%[10 µM]	-2%
Cc1ccc(OCCOCCN2CCN(C)CC2)c([N+](=O)[O-])c1
 : 6%	.	-7%[9.22 µM]	7%	6%[46 µM]	1%[10 µM]	-4%
COc1ccc(C(=O)N2CCC(N3CCN(c4ccccc4)CC3)CC2)cc1
 : 1%	-26%	6%	25%[38.3 µM]	4%	5%	19%
Cn1cc(CN2CCN(c3ccccc3)CC2)c2ccccc21
 : -9%	-1%	23%	-11%[38.3 µM]	?	-6%	-2%
O=C(N/N=C/c1c(Cl)[nH]c2ccccc12)c1sc2ccccc2c1Cl
 : -7%	7%	?	14%	?	10%[10 µM]	2%
C/C(=N/NC(=O)c1cccs1)c1ccc(NC(=O)COc2ccc(Cl)cc2Cl)cc1
 : -4%	3%	26%	12%[38.3 µM]	20%	-36%	3%
CCOc1ccc2c(c1)/C(=N/N1C(=O)c3ccccc3C1=O)C(=O)N2
 : -4%	-42%[inhibitor]	-13%	12%	.	-24%	0%
Cc1nnc(SCCN2CCOCC2)n1C
 : 3%	-11%	4%	-1%	2%	-11%[10 µM]	3%
O=C(Nc1ccc(N2CCOCC2)c(Cl)c1)c1ccc2c(c1)OCCO2
 : 7%	.	26%[9.22 µM]	25%	.	28%[10 µM]	-1%
CCN(CC)CCNC(=O)c1ccc2c(c1)ncn2C1CCCCC1
 : 0%	-5%	1%	-14%[38.3 µM]	-5%[0.0737 µM]	-5%	1%
COc1cc(OC)c(-c2c3cc(O)c(=O)cc-3oc3cc(O)c(O)cc23)cc1OC
 : .	-30%[inhibitor]	4µM*	5%	?	5%[10 µM]	-12%
Cc1c(NC(=O)/C(C#N)=C/c2ccc(-c3ccc(Cl)c(Cl)c3)o2)c(=O)n(-c2ccccc2)n1C
 : -28%	-50%[inhibitor]	-26%	15%	?	30%[10 µM]	0%

# Part of the list above, field by field:
> CCN(CC)c1ccc(NC(=O)CN2CCN(S(=O)(=O)c3cc(Cl)ccc3OC)CC2)cc1
  CBFb-RUNX1 inh = ?
  SMN2 splice enh = -17%
  HttQ103 aggreg = ?
  IMPase Li cell = 25%[38.3 µM]
  LMNA splice mod = ?
  HTT ATP protect = -57%[inhibitor]
  Luc counter = -4%

> Cc1ccc(C(=O)N/C(=C\c2cccs2)C(=O)NCC2CCCO2)cc1C (configuration not stated)
  CBFb-RUNX1 inh = 1%
  SMN2 splice enh = 4%
  HttQ103 aggreg = -8%
  IMPase Li cell = 0%
  LMNA splice mod = 7%
  HTT ATP protect = .
  Luc counter = 3%

> Cc1ccc(CN2CCN(C/C(Cl)=C/c3ccccc3)CC2CCO)o1 (configuration not stated)
  CBFb-RUNX1 inh = -5%
  SMN2 splice enh = .
  HttQ103 aggreg = -8%[9.22 µM]
  IMPase Li cell = 4%
  LMNA splice mod = 17%[46 µM]
  HTT ATP protect = 10%[10 µM]
  Luc counter = 1%

# Additional compounds
# Below each SMILES: CBFb-RUNX1 inh	SMN2 splice enh	HttQ103 aggreg	IMPase Li cell	LMNA splice mod	HTT ATP protect	Luc counter
Cc1ccc(N2CC(=O)N(NC(=O)c3sc4nc(C)cc(C)c4c3N)CC2=O)cc1
 : 6%	.	-12%[9.22 µM]	.	.	4%[10 µM]	.
O=C(CN(Cc1ccco1)S(=O)(=O)c1ccccc1)N/N=C/c1ccccc1C(=O)O
 : ?	.	14%[9.22 µM]	12%	.	-7%[10 µM]	0%
C=CCc1cccc(/C=C/c2cc(=O)c3ccccc3[nH]2)c1O
 : 2%	14%	3.2µM*	4%	?	-88%[inhibitor][10 µM]	-1%
CCOC(=O)c1cc(-c2ccc(F)cc2)n(CC(=O)NC(C)CC)c1C (configuration not stated)
 : 1%	19%	5%	-6%	.	0%	11%
CCn1cc(C(=O)NCc2ccco2)c2cc(OC)c(OC)cc2c1=O
 : 7%	-61%[inhibitor]	-6%	16%	-3%	-15%[1.9 µM]	7%
CCC(c1nnnn1Cc1ccccc1)N(Cc1ccco1)Cc1cc2cc(OC)ccc2[nH]c1=O (configuration not stated)
 : -2%	-4%	14%	12%[38.3 µM]	?	-46%[inhibitor][10 µM]	-6%
Cn1c(=O)c2c(nc(Cc3ccc(N)cc3)n2C)n(C)c1=O
 : -11%	.	-11%[9.22 µM]	.	.	3%[10 µM]	.
Cc1cc(C)nc(NN=C(c2ccccc2)c2ccccc2)n1
 : -1%	-68%[inhibitor]	18µM*	6%	?	22%[10 µM]	1%
Cc1nc(SCC(=O)Nc2ccc(C)c(F)c2)c2oc3ccccc3c2n1
 : 2%	-19%	13%	?	2%	-25%[0.074 µM]	9%
CCc1nnc(NC(=O)Cc2ccc(Br)cc2)s1
 : 6%	0%	4%	-6%	.	17%	4%
COc1ccc(N/C(=C(/C(Cl)=C(Cl)Cl)[N+](=O)[O-])n2nnc3ccccc32)cc1
 : 0%	12%	7%	1%[38.3 µM]	4%	-17%	-1%
Cc1nn(C)c(C)c1/C=C1/SC(=S)NC1=O
 : 1%	-26%	-22%	23%[38.3 µM]	-4%	-55%[inhibitor]	1%
O=C(Nc1ccc2oc(-c3ccc(Cl)c(Cl)c3)nc2c1)c1ncn[nH]1
 : 5%	-22%	?	16%[38.3 µM]	?	1%	3%
N#CC(c1cccc(C(F)(F)F)c1)(c1ncc(C(F)(F)F)cc1Cl)N1CCOCC1 (configuration not stated)
 : 4%	-11%	-5%	12%[38.3 µM]	1%	-17%	-2%
c1coc(-c2nc3c4c5c(sc4ncn3n2)CCCC5)c1
 : 2%	11%	-13%	11%[38.3 µM]	-4%	-5%	-1%
CC(=O)Nc1cccc2c1C(=O)N(c1ccccc1OC(C)=O)C2=O
 : -2%	.	-1%[9.22 µM]	-12%	.	-5%[10 µM]	0%
O=S(=O)(c1cccc(-c2nnc(SCc3nc4ccccc4s3)o2)c1)N1CCOCC1
 : -11%	0%	5%	11%[38.3 µM]	2%	0%	-2%
CCOC(=O)/C=C1\SCC(=O)N1CC(=O)NC(C)c1ccccc1 (configuration not stated)
 : 2%	0%	-6%	-1%	8%	-4%[0.074 µM]	-1%

# Some entries already given, reduced to CBFb-RUNX1 inh:
Molecule,CBFb-RUNX1 inh
Cc1cc(C)nc(NN=C(c2ccccc2)c2ccccc2)n1,-1%
C=CCc1cccc(/C=C/c2cc(=O)c3ccccc3[nH]2)c1O,2%
c1coc(-c2nc3c4c5c(sc4ncn3n2)CCCC5)c1,2%
Cc1ccc(N2CC(=O)N(NC(=O)c3sc4nc(C)cc(C)c4c3N)CC2=O)cc1,6%
O=C(Nc1ccc2oc(-c3ccc(Cl)c(Cl)c3)nc2c1)c1ncn[nH]1,5%
CCOC(=O)c1cc(-c2ccc(F)cc2)n(CC(=O)NC(C)CC)c1C (configuration not stated),1%
